High-throughput results: PubChem BioAssay, several laboratories
PLCg1 inh: blocks human PLC-gamma1 enzyme activity | purified PLC-gamma1, fluorogenic substrate, fluorescence | hit rate 0.84% among 370,000 | P19174 | inhibition, % at 12.2 µM | AID 720700; in the data active means inhibition above about 9.5%
DAX1 inh-1: inhibitors of human orphan nuclear receptor DAX1 (NR0B1); P51843; HEK293 Gal4-DAX1 luciferase reporter, luminescence; inhibition, % at 6.75 µM; hit rate 0.99% among 340,000; AID 504766;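 active means inhibition above the mean over all tested compounds plus 3 SD, cut at about 4.2% in these data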;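 further: 0% = DAX1-transfected cells with DMSO and 100% = empty-vector control cells with DMSO; inhibition shows as a rise in luminescence from relieved DAX1 repression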
PLCb3 inh: inhibitors of human phospholipase C beta3. Q01970. Purified PLC-beta3, fluorogenic substrate, fluorescence. inhibition, % at 12.2 µM. hit rate 0.18% among 370,000. AID 720704; in the data active means inhibition above about 11%;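 further: 0% = median of compound wells on plate and 100% = full blocker control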
SMARCA2 activ: increases SMARCA2 function in MMTV reporter cells | activation, % at 9.1 µM | MG213 cells, MMTV-luciferase reporter, dexamethasone, overnight | hit rate 1% among 370,000 | AID 652017; in the data active means activation above about 7.8%;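 further: 0% = vehicle wells and 100% = reference activator wells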
Rev-erbA mod: modulators of human Rev-erb alpha DNA binding | P20393 | Rev-erbα–FITC-DNA binding, fluorescence polarization, 90 min | activity, % at 10 µM | hit rate 0.79% among 370,000;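 active means activity above about 14%, limit read from the data; passing the limit was not always enough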;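 further: 0% = DMSO wells with 35 nM protein and 100% = DMSO wells with 750 nM protein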
Target sequence (P20393 whole entry, looked up): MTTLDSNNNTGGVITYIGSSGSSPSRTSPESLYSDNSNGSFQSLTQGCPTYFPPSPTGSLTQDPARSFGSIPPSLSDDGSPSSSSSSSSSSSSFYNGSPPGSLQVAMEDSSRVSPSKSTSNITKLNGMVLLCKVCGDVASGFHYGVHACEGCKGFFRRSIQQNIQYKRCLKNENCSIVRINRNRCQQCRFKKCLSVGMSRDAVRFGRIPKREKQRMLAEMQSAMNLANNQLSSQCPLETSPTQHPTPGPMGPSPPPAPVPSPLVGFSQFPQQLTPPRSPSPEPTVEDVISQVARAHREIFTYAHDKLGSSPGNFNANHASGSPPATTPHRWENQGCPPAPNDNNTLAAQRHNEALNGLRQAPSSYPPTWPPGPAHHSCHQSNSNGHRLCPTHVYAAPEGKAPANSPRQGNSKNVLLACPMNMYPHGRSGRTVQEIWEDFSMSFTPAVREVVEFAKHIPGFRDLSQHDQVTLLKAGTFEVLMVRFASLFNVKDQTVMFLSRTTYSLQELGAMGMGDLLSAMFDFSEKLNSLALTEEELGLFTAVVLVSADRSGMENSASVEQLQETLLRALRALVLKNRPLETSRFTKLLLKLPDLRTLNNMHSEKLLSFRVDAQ
hcDAF-12 act: activators of H. contortus DAF-12 nuclear receptor; HEK293 hcDAF-12 lit1-tk-luc reporter, luminescence; 0% DMSO, 100% Δ7-dafachronic acid; activation, % at 6.8 µM; hit rate 1.4% among 370,000;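 active means activation above the mean of all tested compounds plus 3 SD, cut at about 5.5% in these data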;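 further: 100% = response to 3 µM Δ7-dafachronic acid high control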
ssDAF-12 act: activators of S. stercoralis DAF-12 nuclear receptor; HEK293 ssDAF-12/GRIP1 lit1-tk-luc reporter, luminescence; % of 3 µM dafachronic acid response; activation, % at 6.8 µM; hit rate 1% among 370,000; AID 652126;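 active means activation above the mean over all tested compounds plus 3 SD, cut at about 0.9% in these data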;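 further: 0% = DMSO-only wells and 100% = 3 µM delta7-dafachronic acid wells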
DAX1 inh-2: DAX1 (NR0B1) inhibition, primary screen; HEK293T StAR-luciferase reporter, SF-1/DAX-1 repression relief; inhibition, % at 6.8 µM; hit rate 1.1% among 370,000; AID 652010;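 active means inhibition above the mean over all tested compounds plus 3 SD, cut at about 3.6% in these data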;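 further: 0% = DAX-1 cells with DMSO and 100% = cells lacking DAX-1 with DMSO; higher inhibition means more luminescence from relief of DAX-1 repression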
ADAM17 inh: inhibitors of human ADAM17. recombinant ADAM17, EDANS/DABCYL FRET peptide cleavage. inhibition, % at 6.95 µM. hit rate 0.83% among 370,000. AID 720648;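 active means inhibition above the mean of compounds lying between control limits plus 3 SD, set per campaign, cut at about 8.5% in these data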;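 further: 0% = DMSO-only wells as the low control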
hgDAF12 agonist: agonists of H. glycines DAF-12 nuclear receptor; HEK293 GAL4-hgDAF12 UAS-luciferase reporter, agonist luminescence; normalized to butyrate control; activation, % at 6.8 µM; hit rate 1.8% among 370,000;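 active means activation above a cutoff set at the mean of all screened compounds plus 3 SD, cut at about 10% in these data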;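 further: 0% = DMSO wells and 100% = sodium butyrate wells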
MBD2 DNA inh: inhibitors of human MBD2 binding to methylated oligonucleotide | Q9UBB5 | TR-FRET | inhibition, % at 4.4 µM | hit rate 0.31% among 370,000; in the data active means inhibition above about 13%
Target sequence (Q9UBB5 whole entry, looked up): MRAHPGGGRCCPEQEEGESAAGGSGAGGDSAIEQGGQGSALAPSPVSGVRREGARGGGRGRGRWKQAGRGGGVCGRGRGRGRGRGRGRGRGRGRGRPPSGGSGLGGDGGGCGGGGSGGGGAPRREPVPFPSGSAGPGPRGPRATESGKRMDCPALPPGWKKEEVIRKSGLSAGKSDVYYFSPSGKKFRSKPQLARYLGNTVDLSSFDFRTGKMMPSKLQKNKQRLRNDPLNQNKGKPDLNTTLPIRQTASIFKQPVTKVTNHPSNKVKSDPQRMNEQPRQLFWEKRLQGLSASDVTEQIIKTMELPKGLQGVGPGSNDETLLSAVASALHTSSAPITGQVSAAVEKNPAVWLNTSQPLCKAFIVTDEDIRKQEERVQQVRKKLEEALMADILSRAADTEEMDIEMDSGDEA
An asterisk follows results filed as active; i = inactive; . = not tested or not shown.

SMILES	PLCg1 inh	DAX1 inh-1	PLCb3 inh	SMARCA2 activ	Rev-erbA mod	hcDAF-12 act	ssDAF-12 act	DAX1 inh-2	ADAM17 inh	hgDAF12 agonist	MBD2 DNA inh
CCOC(=O)CNC(=O)/C=C/c1ccc2c(c1)OCO2	-33	-0.4	-43	-5	-6	0.3	0.9*	-0.5	-52	7.1	0
CSc1ncccc1C(=O)OCc1cccc([N+](=O)[O-])c1	-1	-0.1	-6	-1	-4	0.3	-1.6	0.0	-4	-2.7	-2
Cc1c(CC(=O)O)c(=O)oc2cc3c(cc12)CCC(C)(C)O3	-126	-0.2	-186	-2	2	-0.9	-0.6	0.1	i	1.8	2
Cc1ccc(S(=O)(=O)Cc2ccc(C(=O)N3CCCCC3C)cc2)cc1 (stereo not drawn)	0	-0.4	-8	0	2	0.1	0.2	-0.5	0	1.0	0
Cc1cc2c(cc1C)NC(c1cccnc1)C1=C(CC(C)(C)CC1=O)N2 (stereo not drawn)	-3	0.8	-3	1	-3	-1.4	-0.6	0.4	-4	2.5	-1
Cc1ccc2oc(C(=O)N3CCC(C(N)=O)(N4CCCCC4)CC3)c(C)c2c1	0	0.4	-6	-3	-2	1.6	0.7	-1.6	-3	0.3	0
CN(C)CCN(CC1CCCN(Cc2ccccc2F)C1)C(=O)c1ccc(Cl)cc1 (stereo not drawn)	6	-0.6	-6	-1	0	0.0	-1.1	0.7	1	-1.3	-6
Fc1ccc(N2CCN(C(=S)NCC3CCCO3)CC2)cc1 (stereo not drawn)	3	-0.8	2	-5	-1	-1.4	-0.9	-0.4	0	0.0	5
Cc1ccc(CNS(=O)(=O)c2c(C)[nH]c(C)c2C(=O)N2CCCC2)cc1	6	0.2	-6	-3	-1	-1.3	-1.1	0.0	-1	-0.7	-1
Cc1ccc(/C=C2\C(=O)NC(=O)N2C)o1	-4	0.6	-2	-1	-5	1.6	-0.3	-0.2	0	3.7	-5
CN(c1ccccc1)S(=O)(=O)c1ccc(NC(=O)c2ccc(-c3ccccc3)cc2)cc1	6	-1.6	-1	-6	10	-4.0	-1.9	-3.5	7	-6.4	1
NCC(=O)NCC(=O)NC[C@H]1O[C@@H](n2ccc(=O)[nH]c2=O)[C@H](O)[C@@H]1O	1	0.6	2	-1	1	0.3	-1.0	1.7	0	2.8	2
Cc1ccccc1Nc1nc2ccccc2s1	1	6.2*	4	6	-8	6.2*	0.3	2.4	3	17*	-2
CCOc1ccc(N2C(=O)CC(N3CCN(c4ccc(C(=O)c5ccncc5)cc4)CC3)C2=O)cc1 (stereo not drawn)	6	-0.2	1	-2	11	-2.0	-0.5	0.5	6	-0.3	-3
O=C(CSc1nc(NS(=O)(=O)c2ccccc2)cc(=O)[nH]1)Nc1ccccc1C(F)(F)F	0	-0.9	1	-1	0	0.3	-1.2	0.5	0	-1.4	-3
O=C(c1cccc(Cl)c1)N1CCCC(c2ccc(Cl)cc2)=N1	5	-0.4	1	-3	5	-2.8	-1.7	-2.5	4	-0.2	-3
O=C(CCCn1nnc(-c2cccnc2)n1)c1ccc(F)cc1	-2	-0.4	-2	-4	-3	-2.6	-1.4	0.3	-5	-0.9	5
COc1cccc(/C=C(\C(=O)O)c2ccccc2)c1	-2	-0.5	-5	-6	-5	-1.8	-0.9	-0.1	-2	-1.3	-2
Cc1ccc(S(=O)(=O)N(Cc2ccc(F)cc2)Cc2ccco2)cc1	0	0.1	-1	0	0	-2.1	-1.4	-0.7	3	-0.8	-5
CN(C)CC(C)(C)CNS(=O)(=O)c1ccc(OC(F)(F)F)cc1	0	0.3	-5	1	-2	1.8	-0.8	0.0	-4	-1.0	0

Taken from above:
Under ssDAF-12 act, `CSc1ncccc1C(=O)OCc1cccc([N+](=O)[O-])c1` reads -1.6
Under Rev-erbA mod, `Cc1ccc2oc(C(=O)N3CCC(C(N)=O)(N4CCCCC4)CC3)c(C)c2c1` reads -2

Three consecutive entries out of the list so far:
SMILES	PLCg1 inh	DAX1 inh-1	PLCb3 inh	SMARCA2 activ	Rev-erbA mod	hcDAF-12 act	ssDAF-12 act	DAX1 inh-2	ADAM17 inh	hgDAF12 agonist	MBD2 DNA inh
CCOC(=O)CNC(=O)/C=C/c1ccc2c(c1)OCO2	-33	-0.4	-43	-5	-6	0.3	0.9*	-0.5	-52	7.1	0
CSc1ncccc1C(=O)OCc1cccc([N+](=O)[O-])c1	-1	-0.1	-6	-1	-4	0.3	-1.6	0.0	-4	-2.7	-2
Cc1c(CC(=O)O)c(=O)oc2cc3c(cc12)CCC(C)(C)O3	-126	-0.2	-186	-2	2	-0.9	-0.6	0.1	i	1.8	2

Continued:
SMILES	PLCg1 inh	DAX1 inh-1	PLCb3 inh	SMARCA2 activ	Rev-erbA mod	hcDAF-12 act	ssDAF-12 act	DAX1 inh-2	ADAM17 inh	hgDAF12 agonist	MBD2 DNA inh
Cc1ccccc1C(=O)O/N=C(\N)c1cccc([N+](=O)[O-])c1	-1	0.1	-2	3	2	4.3	0.1	1.5	-4	9.0	5
CCCSc1nnc(NC(=O)CSc2nc3[nH]c(=O)cc(O)c3s2)s1	-2	0.4	-13	0	-5	0.7	-1.1	-0.1	-2	-0.9	-2
Cc1cc(=O)n2[nH]nnc2n1	2	-0.9	-4	2	-3	-1.1	-1.5	0.3	-1	2.0	-2
O=C1CCC/C=C\C[C@H](CC(=O)N(CCO)Cc2ccccc2)C(=O)N2CCC[C@@H]2CO1	4	0.1	5	-1	2	1.1	-1.5	0.0	3	0.8	-4
COc1ccc(C(=O)O/N=C(/c2ccccc2)c2ccncc2)cc1OC	-6	0.1	-6	1	-7	-2.8	-1.3	-0.7	0	-2.4	-7
O=C(Cn1nnc(-c2ccncc2)n1)N1CCc2ccccc21	0	-1.3	4	0	0	0.5	-1.7	-0.2	-7	0.0	4
Nc1nc2c(ncn2[C@@H]2O[C@H](C(=O)N[C@@H](Cc3ccccc3)C(=O)NCc3ccccc3)[C@@H](O)[C@H]2O)c(=O)[nH]1	4	.	2	3	-4	1.6	-0.9	-1.1	-6	-2.7	0
COC(=O)Cc1nnn2c1[C@H](C)[C@@H](OC)c1ccc(C(F)(F)F)cc1-2	4	.	1	11*	-3	-1.4	-0.6	0.2	1	-0.6	0
CCOCCc1nnc(NC(=O)c2ccc(OC)c(OC)c2)s1	2	0.0	10	-3	0	-1.7	-1.1	0.6	3	-2.6	1
COc1ccc(CCNC(=O)c2ccccc2NS(=O)(=O)c2c(F)cccc2F)cc1	-5	-0.2	-23	-2	0	-2.9	-1.2	0.1	-3	1.5	1
Cc1ccc(CNC(=O)CN(C)S(=O)(=O)c2cccc3cccnc23)cc1	-1	0.1	-1	0	-5	-0.4	-1.1	-0.5	-1	-1.3	-2
NC(=O)NC(CC(=O)NNC(=O)c1ccccn1)c1ccc(Cl)cc1 (stereo not drawn)	-1	0.5	-5	-2	-4	-0.2	-1.1	-0.8	1	-0.2	-2
CN(CC(=O)Nc1ccccc1F)CC(=O)Nc1ccc(F)c(F)c1F	1	0.0	1	-4	-3	-2.1	-1.6	-0.5	-5	0.8	5
C=CCN(c1ccc(C(=O)Nc2ccc(C)c(C)c2)cc1)S(C)(=O)=O	0	-1.1	0	-5	0	-1.4	-1.3	-1.2	-3	4.7	-7
N#CC(C#N)=C1C=CC=CN1/C(=C\c1ccccc1)C(=O)c1cccs1	-316	0.3	-356	-2	1	2.4	-0.3	-0.3	-70	2.6	-4
Cc1cc(C)cc(N(CCC#N)C(=O)COC(=O)CN2C(=O)NC(C)(C)C2=O)c1	1	-0.3	-1	0	6	0.7	-1.0	-0.3	-5	1.1	-5
NS(=O)(=O)c1ccc(N2N=C(c3ccccc3)CC2c2cccc(Br)c2)cc1 (stereo not drawn)	i	-0.6	i	-5	0	0.6	-0.9	-2.1	i	2.4	4
CC(NC(=O)c1ccccc1F)c1nnc(SCC(=O)NC2CCCC2)n1C (stereo not drawn)	7	0.3	3	-4	5	0.2	-1.2	-0.1	2	-1.3	-5
CC(=O)Nc1ccc(C(=O)COC(=O)Cc2ccsc2)c(F)c1	-7	-0.1	-14	2	9	0.0	-1.2	-0.1	-5	3.2	1
COc1ccccc1N1CCN(C(=O)c2cc(-c3ccccc3)nc3c2cnn3C(C)C)CC1	-3	0.3	-2	-2	-6	0.3	-0.7	-0.6	-4	-0.9	8
CCOC(=O)C1CCCN(C(=O)c2ccc(OCC)cc2)C1 (stereo not drawn)	4	2.0	0	-2	4	-1.2	-1.8	0.2	2	1.7	-4
COc1cc(CC(=O)OCC(=O)NC2CCCC2)cc(OC)c1OC	6	0.2	-4	-3	5	0.2	-1.5	0.1	-3	1.1	5
CN(c1ccccc1)c1cc(=O)[nH]c(=O)[nH]1	-5	-2.4	-5	2	2	0.2	-1.1	-0.3	-9	0.2	3
Cc1ccc(NC(=O)CSc2nncn2-c2ccccn2)cc1Cl	1	0.2	-1	1	0	-1.5	-0.6	0.3	1	-1.0	1

In the list so far, these contain a Cl atom:
SMILES	PLCg1 inh	DAX1 inh-1	PLCb3 inh	SMARCA2 activ	Rev-erbA mod	hcDAF-12 act	ssDAF-12 act	DAX1 inh-2	ADAM17 inh	hgDAF12 agonist	MBD2 DNA inh
CN(C)CCN(CC1CCCN(Cc2ccccc2F)C1)C(=O)c1ccc(Cl)cc1 (stereo not drawn)	6	-0.6	-6	-1	0	0.0	-1.1	0.7	1	-1.3	-6
O=C(c1cccc(Cl)c1)N1CCCC(c2ccc(Cl)cc2)=N1	5	-0.4	1	-3	5	-2.8	-1.7	-2.5	4	-0.2	-3
NC(=O)NC(CC(=O)NNC(=O)c1ccccn1)c1ccc(Cl)cc1 (stereo not drawn)	-1	0.5	-5	-2	-4	-0.2	-1.1	-0.8	1	-0.2	-2
Cc1ccc(NC(=O)CSc2nncn2-c2ccccn2)cc1Cl	1	0.2	-1	1	0	-1.5	-0.6	0.3	1	-1.0	1

In the list so far, these have a thiophene ring, fused or not:
SMILES	PLCg1 inh	DAX1 inh-1	PLCb3 inh	SMARCA2 activ	Rev-erbA mod	hcDAF-12 act	ssDAF-12 act	DAX1 inh-2	ADAM17 inh	hgDAF12 agonist	MBD2 DNA inh
N#CC(C#N)=C1C=CC=CN1/C(=C\c1ccccc1)C(=O)c1cccs1	-316	0.3	-356	-2	1	2.4	-0.3	-0.3	-70	2.6	-4
CC(=O)Nc1ccc(C(=O)COC(=O)Cc2ccsc2)c(F)c1	-7	-0.1	-14	2	9	0.0	-1.2	-0.1	-5	3.2	1

Hits appear at their usual frequency. About 7.4% of those tested had a hit in this group.
